# M1 ag – human M1 muscarinic receptor agonists, primary screen, Fluo-8 calcium fluorescence, CHO-K1 cells, HTS; AID 588814, 2011; 360,000 compounds, 0.33% hits; CHO-K1 hM1, agonist mode; 0% DMSO, 100% acetylcholine EC100; activation, % at 3 µM; Muscarinic acetylcholine receptor M1 (Homo sapiens), P11229;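 active means activation above the run's mean compound activation plus 3 SD, cut at about 16% in these data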;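 further: peak over basal fluorescence ratio within a 140 s kinetic read after compound addition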
# OXTR potentiate – human OXTR potentiators, primary screen, fluorescence, CHO-OTR cells, Fluo-8 calcium | Oxytocin receptor (Homo sapiens), P30559 | Fluo-8 calcium fluorescence, potentiator mode; 0% = oxytocin EC15, 100% = EC100 | activation, % at 3 µM | 320,000 compounds, 0.061% hits;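 active means activation above that plate's cutoff, the mean activation of tested compounds plus 3 SD, cut at about 6.6% in these data, passing the limit was not always enough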;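 further: 100% uses oxytocin at 75 nM as the full agonist control; some results filed as inactive read as strong as hits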
#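 Material: CHO-OTR cells, human receptor; compound dosing: single dose, 3.0 µM nominal final compound concentration; schedule: 6 min compound pre-incubation at room temperature, 100 s kinetic read; measured by: kinetic Fluo-8 calcium fluorescence; read-out basis: % activation vs EC15 and EC100 oxytocin; controls: EC15 oxytocin alone as 0%, 75 nM oxytocin as 100%; replicates: singlicate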
# V1aR counter – agonists of human V1a receptor, primary screen, counter-screen for OXTR agonist project, fluorescence, CHO-V1R cells | Fluo-8 calcium fluorescence, agonist mode; 0% DMSO, 100% 3 nM vasopressin | activation, % at 3 µM | AID 2797, 2010 | 320,000 compounds, 0.25% hits | Vasopressin V1a receptor (Homo sapiens), P37288;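 active means activation above the mean activation of all tested compounds plus 3 SD, per screening run, cut at about 20% in these data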;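 further: signal is peak over basal fluorescence ratio across a 100 second FLIPR read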
# Target sequence (P37288 whole entry, looked up): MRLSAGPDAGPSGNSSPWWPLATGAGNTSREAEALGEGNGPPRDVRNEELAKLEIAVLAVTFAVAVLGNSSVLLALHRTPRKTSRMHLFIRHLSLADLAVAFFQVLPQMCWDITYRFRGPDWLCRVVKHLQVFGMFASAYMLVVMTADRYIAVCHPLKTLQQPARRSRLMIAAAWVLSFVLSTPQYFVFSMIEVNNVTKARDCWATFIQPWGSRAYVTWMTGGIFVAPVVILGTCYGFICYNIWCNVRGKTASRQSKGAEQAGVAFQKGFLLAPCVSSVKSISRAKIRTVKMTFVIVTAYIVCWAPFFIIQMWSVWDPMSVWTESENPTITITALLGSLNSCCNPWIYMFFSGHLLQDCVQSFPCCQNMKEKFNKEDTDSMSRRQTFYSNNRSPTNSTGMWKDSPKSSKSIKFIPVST
# CHO parental Ca – ATP-evoked calcium signal inhibitors, parental CHO, primary screen, counter-screen for OX1R antagonist project, cell-based, fluorescence, Fluo-8 calcium dye; parental CHO-K1, ATP-induced calcium, Fluo-8 fluorescence; inhibition, % at 5.6 µM; 330,000 compounds, 0.63% hits; AID 463079, 2010;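 active means inhibition above that plate's mean sample inhibition plus 3 SD, cut at about 26% in these data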;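 further: 0% = ATP-challenged DMSO wells and 100% = DMSO wells without ATP; some compounds past the cut are filed as inactive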
#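 Test system: parental CHO cells; detection: calcium-sensitive Fluo-8 fluorescence; evaluation: percent inhibition of calcium signal; also added: ATP as calcium-mobilizing challenge; repeats: one well per compound; control set: ATP-challenged DMSO wells low, unchallenged DMSO wells high; compound: single nominal dose of 5.6 µM per compound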
# TAAR1 agonist – human TAAR1 agonists, primary screen, Fluo-8 calcium fluorescence, CHO RD-HGA16 cells | Trace amine-associated receptor 1 (Homo sapiens), Q96RJ0 | vehicle wells 0%, saturating PEA agonist 100% | activation, % at 3 µM | AID 624467, 2012 | 360,000 compounds, 0.99% hits;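 active means activation above the mean activation of all test compounds in the run plus 3 SD, cut at about 38% in these data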
# Target sequence (Q96RJ0 whole entry, looked up): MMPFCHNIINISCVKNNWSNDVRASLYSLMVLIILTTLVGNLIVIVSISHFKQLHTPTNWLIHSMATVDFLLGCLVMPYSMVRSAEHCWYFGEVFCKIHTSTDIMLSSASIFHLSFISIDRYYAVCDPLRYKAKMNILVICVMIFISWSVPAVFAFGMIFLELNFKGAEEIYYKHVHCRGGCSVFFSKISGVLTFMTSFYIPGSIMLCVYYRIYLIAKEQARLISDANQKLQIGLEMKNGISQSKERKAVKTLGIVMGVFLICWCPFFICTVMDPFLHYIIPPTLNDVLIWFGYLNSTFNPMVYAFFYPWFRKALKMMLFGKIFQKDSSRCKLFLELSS
#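 test system = CHO RD-HGA16 cells carrying human TAAR1 plus Gα16 | schedule = 17-24 h seeding, 75 min 37 °C dye, 30 min RT | compound dosing = 3 µM single concentration | control set = DMSO and PEA EC100 | replicates = n 1 | signal = Fluo-8 fluorescence, 5 s baseline then 140 s kinetic read | measure = percent activation vs PEA EC100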
# M1 ag parental – counter-screen for M1 agonists: effect in parental CHO-K1 cells; Fluo-8 calcium fluorescence; scaled to maximal ATP response, vehicle zero; activation, % at 3 µM; 360,000 compounds, 0.48% hits; in the data active means activation above about 15%;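 further: untransfected CHO-K1 host cells lacking M1 receptor as counterscreen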
# CHO-K1 Ca antag – nonselective inhibitor or artifact in parental CHO-K1 cells; 360,000 compounds, 0.6% hits; inhibition, % at 3 µM; ATP-induced calcium, Fluo-8 fluorescence;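 active means inhibition above a per-plate cutoff, the plate's mean sample inhibition plus 3 SD, cut at about 24% in these data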;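 further: 0% = DMSO plus EC80 ATP and 100% = DMSO alone without ATP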
# TAAR1 antagonist – human TAAR1 antagonists, primary screen, Fluo-8 calcium fluorescence, CHO RD-HGA16 cells; antagonist; inhibition, % at 3 µM; 360,000 compounds, 1.5% hits; Trace amine-associated receptor 1 (Homo sapiens), Q96RJ0; AID 624466, 2012;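 active means inhibition above a per-plate cutoff, the mean inhibition of test compounds on that plate plus 3 SD, cut at about 49% in these data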;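 further: 0% = DMSO plus EC80 beta-PEA response and 100% = DMSO alone without agonist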
#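 Material: RD-HGA16 CHO cells with stable hTAAR1 and Gα16; Dosing: single nominal final test compound concentration of 3 µM; Schedule: seeding 17-24 h prior, 75-min 37 °C, 30-min RT dye loading; Detection: kinetic Fluo-8 calcium fluorescence measurement; Measure: % inhibition from peak post-agonist over basal fluorescence ratio; Benchmarks: vehicle and agonist controls.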
# CHO-K1 Ca PAM – nonselective calcium activators in parental CHO-K1 cells, primary screen, counter-screen for M1 PAM project, cell-based, Fluo-8 calcium fluorescence, full deck, 1536-well | ATP EC20; 0% at ATP EC20, 100% at ATP max | 360,000 compounds, 0.02% hits | activation, % at 3 µM;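 active means activation above the run cutoff, the mean activation of all test compounds plus 3 SD, cut at about 40% in these data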;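 further: peak over basal fluorescence ratio in a 140 s read after ATP addition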
# Active calls of the source: *; . = not tested or not shown.
No.	Molecule	M1 ag	OXTR potentiate	V1aR counter	CHO parental Ca	TAAR1 agonist
1	Cc1oc2ccc(Br)cc2c(=O)c1-c1nn[nH]n1	-2	0	0.9	-12	-1
2	CCCC(=O)Nc1ccc(C(=O)NCCCn2ccnc2)cc1	-2	0	1.2	-3	12
3	O=C1OCC/C1=C\c1ccccc1O	-4	-9	0.6	-5	-1
4	CCN(CC)CCNC(=O)c1cccc(NC(=O)C(=O)c2cc(Br)ccc2NC(C)=O)c1	-6	2	0.6	-12	1
5	O=C(c1ccccc1F)n1c2c(c3ccccc31)CCCC2	-6	-14	-0.7	-26	8
6	COc1ccc(NC(=O)c2ccc3c(c2)C(=O)N(Cc2cccnc2)C3=O)c(OC)c1	-7	-3	1.0	-26	2
7	O=C(NC1CCN(S(=O)(=O)c2ccccc2C(F)(F)F)CC1)c1ccco1	-4	-1	2.0	-14	4
8	COc1ccc(S(=O)(=O)N2CCN(C(=O)CCNC(=O)c3ccccc3Cl)CC2)cc1	-7	1	0.4	-10	6
9	CS(=O)(=O)N(CCc1ccccc1)CC(=O)NCc1ccco1	-4	-10	0.2	-3	1
10	CN1C(=O)CC(n2c(CO)nc3ccccc32)C1=O (configuration not stated)	-3	-9	0.5	7	2
11	Cc1nc(C(=O)NCc2ccccc2)sc1C1(C)CC(c2cccnc2)=NO1 (configuration not stated)	13	-24	34*	6	58*
12	Cc1cccc(N2CCN(C(=O)c3ccccc3SCC(=O)N3CCCC3)CC2)c1C	0	-11	6.6	-33	5
13	CCOC(=O)c1c(NC(=O)Cc2cccs2)sc(C(=O)NC2CCCC2)c1C	-3	-11	0.4	0	2
14	CC(NS(=O)(=O)c1ccc(Cl)cc1)C(=O)NCc1ccco1 (configuration not stated)	1	0	-1.4	-11	1
15	O=C1Nc2cc3c(cc2C1=O)sc1ccccc13	0	-2	-0.9	-20	-1

No.	M1 ag parental	CHO-K1 Ca antag	TAAR1 antagonist	CHO-K1 Ca PAM
1	0.9	-11	-6	6
2	0.1	7	-9	2
3	0.6	-15	3	15
4	3.4	-16	-10	3
5	-0.3	-13	7	-2
6	1.7	-12	0	15
7	0.3	-5	-21	6
8	0.0	4	1	-18
9	0.0	5	-14	10
10	0.0	0	8	8
11	11	-5	18	2
12	4.1	-6	17	-10
13	7.5	-8	8	15
14	0.0	-34	-11	13
15	0.9	-11	-12	16

# Complete entries as entered above.
# CC(NS(=O)(=O)c1ccc(Cl)cc1)C(=O)NCc1ccco1 (configuration not stated) in the list: M1 ag = 1; OXTR potentiate = 0; V1aR counter = -1.4; CHO parental Ca = -11; TAAR1 agonist = 1; M1 ag parental = 0.0; CHO-K1 Ca antag = -34; TAAR1 antagonist = -11; CHO-K1 Ca PAM = 13
# CCCC(=O)Nc1ccc(C(=O)NCCCn2ccnc2)cc1 in the list: M1 ag = -2; OXTR potentiate = 0; V1aR counter = 1.2; CHO parental Ca = -3; TAAR1 agonist = 12; M1 ag parental = 0.1; CHO-K1 Ca antag = 7; TAAR1 antagonist = -9; CHO-K1 Ca PAM = 2

# Following part.
No.	Molecule	M1 ag	OXTR potentiate	V1aR counter	CHO parental Ca	TAAR1 agonist
16	COCCCNc1nccn2ccnc12	-3	.	.	.	0
17	CCOc1ccc(N(C)S(=O)(=O)c2cc(-c3cc(C)no3)ccc2C)cc1	-4	-21	-0.7	10	2
18	COc1ccccc1CNC(=O)c1ccc(S(=O)(=O)N(C)C)cc1	-3	-1	-0.2	-5	5
19	Cc1cc(OCc2ccc(F)cc2)nc(-c2ccccc2O)n1	-3	-4	0.3	-28	3
20	O=C(N/N=C/c1cccc([N+](=O)[O-])c1)c1nc2ccccc2c(=O)[nH]1	1	1	-0.5	-9	3
21	Cc1cc(NC(=O)CSc2ccc3nnc(CCNS(=O)(=O)c4ccccc4)n3n2)no1	-7	1	1.0	2	7
22	CC(=O)Nc1ccc(OCC[n+]2cccc(C(N)=O)c2)cc1	-6	-8	0.1	7	2
23	O=C1C2CCCN2C(c2ccccc2F)N1c1ccc(Cl)cc1 (configuration not stated)	-4	-5	-0.9	-7	13
24	O=S(=O)(O/N=C1\CCCc2ccccc21)c1ccc(Cl)cc1	0	0	3.7	0	7
25	CCOc1ncccc1C(=O)OCc1cn2cc(Cl)ccc2n1	-3	-2	0.2	-9	11
26	O=c1[nH]c(Cc2ccccn2)nc2scc(-c3ccc(Cl)cc3)c12	26*	-13	0.4	-20	-1
27	Cc1ccc(NC(=O)NCCN2CCCCC2)cc1Cl	-5	-6	0.8	-17	1
28	Cc1noc(C)c1NC(=O)N(C)C[C@H]1Oc2c(NC(=O)Nc3ccc4c(c3)OCO4)cccc2C(=O)N([C@H](C)CO)C[C@@H]1C	-2	4	1.7	2	7
29	Cc1nc(OCc2ccccc2)c2sc3nc4c(cc3c2n1)COC(C)(C)C4	-1	.	.	.	18
30	C[n+]1ccn(CC(=O)c2cc(C(C)(C)C)c(O)c(C(C)(C)C)c2)c1	-8	3	0.0	-9	0

No.	M1 ag parental	CHO-K1 Ca antag	TAAR1 antagonist	CHO-K1 Ca PAM
16	0.4	-1	0	6
17	2.1	1	65*	-17
18	0.4	-3	-10	-4
19	-0.5	2	-28	-5
20	0.2	1	1	-7
21	-0.1	-3	-4	16
22	-0.2	11	-5	-4
23	0.0	2	4	18
24	0.7	-4	-14	15
25	1.2	-14	0	11
26	1.4	-5	-30	23
27	2.9	-5	2	1
28	0.6	2	7	-8
29	1.2	-16	3	23
30	15	-1	-13	19

# (more compounds)
No.	Molecule	M1 ag	OXTR potentiate	V1aR counter	CHO parental Ca	TAAR1 agonist
31	CC(C)(C)n1nnnc1C(c1ccc2ncccc2c1)N1CCC(O)CC1 (configuration not stated)	-5	-2	1.5	-12	0
32	COC(=O)c1ccccc1NC(=O)CN(C)S(=O)(=O)c1ccc(OC)cc1	-5	-6	2.2	-35	4
33	O=C(O)c1cc(N2CCCCC2)ccn1	-2	.	.	.	1
34	Cc1ccc(C2C(N)C(=O)N2c2ccc(C)cc2)cc1 (configuration not stated)	-3	-1	-0.6	-8	3
35	COc1ccc(Br)cc1C1Nc2cccc3cccc(c23)N1	-1	-11	-0.7	1	0
36	Cc1ccn2c(C(=O)CSc3ccc(Cl)cc3Cl)c(C)nc2c1	-3	-11	-0.5	-7	.
37	CCN(Cc1nc(-c2ccccc2)no1)C(=O)c1ccoc1C	-3	3	0.9	-12	1
38	COc1ccccc1NC(=O)N(C1CCCC1)C1CCN(C(C)=O)CC1	-4	-6	0.5	3	0
39	O=C(CN1C(=O)NC2(CCOc3ccccc32)C1=O)Nc1ccc2c(c1)OCCO2 (configuration not stated)	-2	-9	1.1	-23	6
40	Cc1ccccc1-c1nnc(SCc2ccccc2)o1	-3	-4	-1.0	-19	6
41	CCSCc1nnc(SCC(=O)Nc2ccc(F)cc2)n1CC	-3	-18	0.3	-7	1
42	COC(=O)c1sccc1-c1ccc(/C=N/OC(=O)c2cccs2)o1	-3	-4	-1.7	-33	1
43	CCCc1cc(C(=O)Nc2ccc(OC)cc2[N+](=O)[O-])cs1	-3	.	.	.	-1
44	O=S(=O)(c1cccc2cccnc12)N(CCO)CCO	-2	-2	0.9	8	2
45	CC1Cc2ccccc2N1C(=O)CSc1nc(-c2ccco2)cc(C(F)(F)F)n1 (configuration not stated)	-5	-1	-0.8	-12	-2

No.	M1 ag parental	CHO-K1 Ca antag	TAAR1 antagonist	CHO-K1 Ca PAM
31	-0.2	-1	-6	21
32	0.0	-8	-12	10
33	1.1	-12	2	24
34	1.3	-4	-2	12
35	0.3	1	0	-6
36	0.6	-11	.	15
37	1.0	-5	-13	5
38	0.3	-16	-10	19
39	1.2	-3	21	10
40	-0.2	-4	-10	10
41	1.3	-14	-22	11
42	1.7	-2	20	-5
43	0.5	-3	3	-12
44	0.2	-12	-4	17
45	0.1	-7	-18	15

# Sorted by value in OXTR potentiate (rising): 3 from the list above
No. | SMILES | OXTR potentiate
44 | O=S(=O)(c1cccc2cccnc12)N(CCO)CCO | -2
34 | Cc1ccc(C2C(N)C(=O)N2c2ccc(C)cc2)cc1 (configuration not stated) | -1
37 | CCN(Cc1nc(-c2ccccc2)no1)C(=O)c1ccoc1C | 3

# Next structures follow.
No.	Molecule	M1 ag	OXTR potentiate	V1aR counter	CHO parental Ca	TAAR1 agonist
46	CCn1nc(C(=O)NNC(=O)c2ccc(OC(F)F)cc2)c2ccccc2c1=O	-3	-3	0.5	-15	8
47	COc1cccc(OCC(=O)N2CCC3(CC2)CC(=O)c2ccccc2O3)c1	-4	-7	0.5	-12	2
48	O=C(N/N=C/c1sc(N2CCOCC2)nc1-c1ccccc1)c1cccc(S(=O)(=O)N2CCOCC2)c1	-1	-4	0.9	7	9
49	C[C@@]12CC(=O)NC1N(C(=O)c1cccc(C(F)(F)F)c1)C(c1ccccc1OC(=O)c1cccc(C(F)(F)F)c1)C2 (some centres not stated)	-3	-4	0.9	-16	13
50	CCc1cccc(NC2c3ccccc3C(=O)N2c2ccc(C)cn2)c1 (configuration not stated)	-5	-1	-1.9	-22	1
51	CC(=O)Oc1ccccc1-c1nc(C)nc(N(C)C(C)=O)n1	-4	-2	-0.4	-4	2
52	CN(C(=O)COC(=O)c1ccc([N+](=O)[O-])cc1)c1ccccc1	-4	-13	2.2	-11	0

No.	M1 ag parental	CHO-K1 Ca antag	TAAR1 antagonist	CHO-K1 Ca PAM
46	0.2	-16	-22	15
47	1.5	-9	-4	6
48	5.1	-3	46	5
49	0.4	-6	-3	17
50	-0.2	9	5	-4
51	0.7	-16	16	21
52	0.1	-13	5	7

# Single entries from the results shown.
# In TAAR1 agonist, cpd 48 reads 9
# In TAAR1 agonist, cpd 47 reads 2

# Assay outcomes: PubChem, The Scripps Research Institute Molecular Screening Center
